KDM5B inh – blocks human KDM5B histone demethylase activity; KDM5B demethylase, FDH-coupled NADH fluorescence (FDH is formaldehyde dehydrogenase); hit rate 2.6% among 220,000; Potency, µM (series often up to 57.7 µM), inactives show at the highest dose activity change, negative = inhibition, usual class: inhibitors; AID 1347165; active = well fitted inhibition curve with a large enough effect; inconclusive = small, poorly fitted or top-dose-only effect; inactive = no such curve, though single readings can be large or run the other way; note: 0% is about no effect; nearly all actives have a fitted effect of over 70% in size
Target sequence (Q9UGL1 whole entry, looked up): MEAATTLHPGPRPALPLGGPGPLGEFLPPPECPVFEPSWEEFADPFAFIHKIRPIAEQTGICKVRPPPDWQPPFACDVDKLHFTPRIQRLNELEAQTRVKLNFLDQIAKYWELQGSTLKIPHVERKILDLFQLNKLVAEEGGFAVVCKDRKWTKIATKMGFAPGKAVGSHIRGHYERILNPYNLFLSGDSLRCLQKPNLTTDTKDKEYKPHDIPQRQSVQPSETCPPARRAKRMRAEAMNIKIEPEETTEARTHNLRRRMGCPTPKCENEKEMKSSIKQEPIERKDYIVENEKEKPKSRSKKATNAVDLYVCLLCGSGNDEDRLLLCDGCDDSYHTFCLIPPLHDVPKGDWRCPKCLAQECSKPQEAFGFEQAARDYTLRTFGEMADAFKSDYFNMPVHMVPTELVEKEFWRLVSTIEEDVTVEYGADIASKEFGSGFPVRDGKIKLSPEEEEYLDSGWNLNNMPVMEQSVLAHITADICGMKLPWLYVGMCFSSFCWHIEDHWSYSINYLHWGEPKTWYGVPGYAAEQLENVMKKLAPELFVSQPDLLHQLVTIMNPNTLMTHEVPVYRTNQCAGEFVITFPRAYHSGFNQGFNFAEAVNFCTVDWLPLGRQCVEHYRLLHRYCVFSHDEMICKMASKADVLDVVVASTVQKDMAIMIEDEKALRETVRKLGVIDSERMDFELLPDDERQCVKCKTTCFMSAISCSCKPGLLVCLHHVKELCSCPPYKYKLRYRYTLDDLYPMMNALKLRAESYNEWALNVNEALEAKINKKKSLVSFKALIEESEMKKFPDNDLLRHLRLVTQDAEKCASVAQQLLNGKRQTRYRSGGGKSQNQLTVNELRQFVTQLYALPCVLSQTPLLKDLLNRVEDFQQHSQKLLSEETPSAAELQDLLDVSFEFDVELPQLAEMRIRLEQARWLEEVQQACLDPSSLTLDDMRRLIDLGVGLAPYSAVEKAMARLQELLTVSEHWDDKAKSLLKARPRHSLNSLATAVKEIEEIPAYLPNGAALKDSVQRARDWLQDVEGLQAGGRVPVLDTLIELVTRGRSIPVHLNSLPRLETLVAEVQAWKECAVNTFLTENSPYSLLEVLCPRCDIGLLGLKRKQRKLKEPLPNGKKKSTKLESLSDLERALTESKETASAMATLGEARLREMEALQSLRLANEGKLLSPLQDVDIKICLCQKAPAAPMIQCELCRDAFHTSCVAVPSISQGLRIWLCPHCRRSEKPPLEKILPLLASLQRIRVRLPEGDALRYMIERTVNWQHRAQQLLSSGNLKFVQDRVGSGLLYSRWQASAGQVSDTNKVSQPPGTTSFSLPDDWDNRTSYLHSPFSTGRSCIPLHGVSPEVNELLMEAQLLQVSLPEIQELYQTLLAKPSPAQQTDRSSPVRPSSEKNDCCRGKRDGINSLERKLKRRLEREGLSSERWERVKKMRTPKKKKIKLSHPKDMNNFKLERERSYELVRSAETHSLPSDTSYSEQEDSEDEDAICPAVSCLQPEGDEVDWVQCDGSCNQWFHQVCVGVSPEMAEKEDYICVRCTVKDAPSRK
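KDM5BΔAP (200 nM final) in 50 mM HEPES pH 7.5, 0.01% Tween-20 was preincubated 10 min at RT with compound over a concentration range. Substrate mix (H3K4me3 12.5 µM, α-KG 25 µM, Fe²⁺, ascorbate, NAD⁺, FDH) was added, and NADH fluorescence change over 30 min gave dose-response curves.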
* hit, by the source's call; ? = inconclusive; [ ] = remark or other dose. Potency is the fitted concentration of half-maximal effect.

SMILES | KDM5B inh
NC[C@H]1O[C@@H]2C[C@@H](CC(=O)N3CCC(F)(F)C3)O[C@@H]2[C@@H]1O | 77%[activator][86.2 µM]
O=C(COC(=O)c1ccc2c(=O)n3c(nc2c1)CCC3)NC(=O)NCc1ccccc1 | 10%
COc1ccc(-c2nn(-c3ccccc3)cc2C2=NN(S(C)(=O)=O)C(c3cccs3)C2)cc1 (stereo not drawn) | 11%
COc1ccc(CNC(=O)CN(c2ccc(OC)cc2)S(=O)(=O)c2c(C)[nH]c(=O)[nH]c2=O)cc1 | 13%
COc1ccc(CC(=O)Nc2ccc(S(=O)(=O)N3CCN(C)CC3)cc2)cc1 | 29%
NC(=O)c1nn(CC(=O)NCc2ccc(F)cc2)c(=O)c2ccccc12 | 1%
CS(=O)(=O)c1ccc(O[C@H]2COCCN(C3CCC3)C2)cc1 | 16%[86.2 µM]
COc1cccc(C(=O)NCC2Cn3cccc3C(=O)N2Cc2ccccc2)c1 (stereo not drawn) | 18%
Cc1cc(-c2ccc(C)c(S(=O)(=O)Nc3ccccc3F)c2)on1 | -12%
CCN(CC)Cc1ccccc1CNC(=O)c1nn(C)c(=O)c2ccccc12 | 14%

Laid out differently: two of the compounds above
KDM5B inh | Structure
16%[86.2 µM] | CS(=O)(=O)c1ccc(O[C@H]2COCCN(C3CCC3)C2)cc1
18% | COc1cccc(C(=O)NCC2Cn3cccc3C(=O)N2Cc2ccccc2)c1 (stereo not drawn)

The results go on.
SMILES | KDM5B inh
CC(C)CN(Cc1cccnc1)C1CN(C(=O)NCc2ccccc2)C1 | 12%
CCOC(=O)c1nc(N(C)c2cc(C)ccc2C)c2ccccc2n1 | 9%
CC1CCC2(CC1)OCC(C(=O)NCc1ccccc1F)N2C(=O)c1ccc(F)cc1 (stereo not drawn) | 3%
Cc1ccc(C2Cn3nnc(-c4noc(-c5cccc(F)c5)n4)c3CO2)cc1 (stereo not drawn) | -14%
COc1cc(OC)cc(-c2nc(C3CC(=O)N(Cc4ccccc4OC)C3)no2)c1 (stereo not drawn) | -25%
CCOC(=O)CNC(=O)c1ccc(Br)s1 | 18%
CCC1CCCCN1CCCNC(=O)c1ccc2c(c1)c(C)c(C)n2CC (stereo not drawn) | -18%
O=C(NC1CCN(c2nc3ncccc3o2)CC1)c1ccccc1Cl | ?
CCCOc1ccc(-c2nc(C#N)c(N3CCN(C)CC3)o2)cc1 | ?
Cc1ccc(OCCn2nnc3sc4c(c3c2=O)CCC(C(C)(C)C)C4)cc1 (stereo not drawn) | -26%
O=C(NCCCNc1ccccc1)NCCc1ccccn1 | 30%
CN(C)c1ccc(/C=N/NC(=O)c2ccc3ccccc3c2)cc1 | ?
CC(=O)N1CCC(N[C@H]2C[C@@H](Cc3cc(CN4CCCCC4)on3)C2(C)C)CC1 | -21%[86.2 µM]
Cc1nc(NCCc2nccc(-c3ccccc3)n2)cc(C2CC(O)C2)n1 (stereo not drawn) | -15%
Cc1ccoc1C(=O)NCc1cccc(C(F)(F)F)c1 | -11%
Cc1c(NS(=O)(=O)c2cccc(C(=O)O)c2)c(=O)n(-c2ccccc2)n1C | 12%[11.5 µM]
COCCC(C)NC(=O)Nc1ccc(C#N)cc1 (stereo not drawn) | 18%
CSC(C)C(=O)NC(C)C1CCCO1 (stereo not drawn) | 17%
CSc1ccc(C(C)NC(=O)c2ccccc2Br)cc1 (stereo not drawn) | 22%
COc1cccc(NC(=O)Nc2nnc(Cc3ccc(OC)c(OC)c3)s2)c1 | 15%

In a second layout: entries from further up.
KDM5B inh	mol
?	CN(C)c1ccc(/C=N/NC(=O)c2ccc3ccccc3c2)cc1
-21%[86.2 µM]	CC(=O)N1CCC(N[C@H]2C[C@@H](Cc3cc(CN4CCCCC4)on3)C2(C)C)CC1
-15%	Cc1nc(NCCc2nccc(-c3ccccc3)n2)cc(C2CC(O)C2)n1 (stereo not drawn)

Carrying on:
SMILES | KDM5B inh
CN(Cc1ccccc1)[C@H]1[C@H](O)[C@H](CO)O[C@@H]1CNCc1ccc(F)cc1 | -2%
COc1cc(OC)c2c(C)c(CC(=O)Nc3ccc(F)cc3)c(=O)oc2c1 | ?
O=C1NCCCCCCN(C(=O)C2CC2)[C@H]2C[C@H](C(=O)N3CCc4ccccc4C3)C[C@@H]12 | -7%
CC(C)c1noc(COc2ccc(C(=O)NC3CC3)cc2)n1 | -6%
Cc1cnc(-c2ccncc2)n1C1CCN(C(=O)COc2ccc(F)cc2)CC1 | -22%
O=C(Oc1ccccc1)c1ccccc1O | 2%
O=C(Nc1ccc2oc(-c3cccnc3)nc2c1)c1ccc(-c2ccc(Cl)cc2)o1 | 3%
COc1ccc(-n2c(SCc3ccccc3F)nc3c([nH]c4ccccc43)c2=O)cc1 | -8%
O=C(C1CCOC1)N1CCC(N(Cc2ccccc2)C2CCOCC2)CC1 (stereo not drawn) | -5%
Cc1ccc(-n2nnnc2C2(Nc3ccccc3C)CCCC2)cc1 | -14%
Cc1cnc(-c2cccnc2)n1C1CCCN(C(=O)C2CC2)C1 (stereo not drawn) | 15%
Cc1c(O)ccc2c(=O)c(-c3cnn(-c4ccccc4)c3)c(C(F)(F)F)oc12 | -1%
O=S(=O)(c1ccc(Cl)cc1)c1nc(-c2ccccc2)oc1N1CCN(c2ccccc2)CC1 | -18%
CCOc1cc(C2CC(=O)Nc3cc4c(cc32)OCCO4)ccc1O (stereo not drawn) | -9%
CO[C@@H]1CCOC[C@H]1NS(=O)(=O)c1cc(F)ccc1C | -13%
Cc1ccc(C(NC(=O)C2CCCCC2)c2ccccc2)cc1 (stereo not drawn) | 16%
O=C(NCc1ccc2c(c1)OCO2)c1n[nH]nc1Nc1ccc(F)cc1 | 3%
COc1ccc(C(C)C)cc1S(=O)(=O)NCCc1c(C)[nH]c2ccc(C)cc12 | -22%
O=C(Nc1ccc(F)cc1)N1CC2CC(C1)[C@H]1CCCC(=O)N1C2 (stereo partly drawn) | -3%
COc1cccc(NC(=O)c2cnc(SCC(=O)N3CCCc4ccccc43)n(C)c2=O)c1 | -20%

A different layout for some results above:
| KDM5B inh | compound |
| --- | --- |
| 15% | Cc1cnc(-c2cccnc2)n1C1CCCN(C(=O)C2CC2)C1 (stereo not drawn) |
| -18% | O=S(=O)(c1ccc(Cl)cc1)c1nc(-c2ccccc2)oc1N1CCN(c2ccccc2)CC1 |

(further entries)
SMILES | KDM5B inh
CCSc1nc(C)nc2sc(C)c(C)c12 | 7%
CCCCNC(=O)CCC(=O)Nc1ccc2nc(N3CCCCC3)cc(C)c2c1 | ?
CCN(C(=O)CCS(=O)(=O)c1cc2[nH]c(=O)c(=O)[nH]c2cc1C)c1ccccc1 | ?
O=C(Cn1c2ncccc2c(=O)n1-c1ccccc1)Nc1ccc(Cl)cc1C(F)(F)F | -31%
C(=C\c1ccncc1)/c1ccccc1 | 15%
NC(N)=N/N=C/C=C/c1ccccc1 | 2%
CN1CCN(C(=O)CN2C(=O)c3cccnc3Oc3ccc(Cl)cc32)CC1 | 8%
COc1cccc(N2CC(C(=O)NCCNC(=O)c3c[nH]c4ccccc34)CC2=O)c1 (stereo not drawn) | 11%
CCOc1ccc(N2CC(c3nc(-c4cc(OC)c(OC)c(OC)c4)no3)CC2=O)cc1 (stereo not drawn) | -21%
COc1ccc(C)cc1NC(=O)C1CCCN(c2cn[nH]c(=O)c2)C1 (stereo not drawn) | -8%
O=C(c1ccc2ncsc2c1)N(Cc1ccccc1)C1CC1 | -19%
CC(=O)N1CCN(C[C@@H]2C=C(C)[C@H](Cc3nnc(-c4ccncc4)o3)C[C@H]2C(C)C)CC1 | ?
CCOCCCNC(=O)N1CCOc2ccc(CN3CCc4ccccc4C3)cc2C1 | -11%
COCCn1cnnc1CN(C)c1cc(C2CC(O)C2)ncn1 (stereo not drawn) | 39%[activator]
Cc1ccsc1C(=O)N1CC(c2nnc(-c3ccncc3)o2)C2(CCOCC2)C1 (stereo not drawn) | 9%
O=C(O)CCN1CCNCC1 | 14%
Oc1c(-c2ccccc2)nc2sc3c(c2c1-c1ccccc1)CCCC3 | -26%
Cn1c(CCNC(=O)c2ccccc2F)nnc1SCC(=O)N1CCc2ccccc21 | -6%
CCOC(=O)c1ccccc1NC(=O)N1CCC(CN2CCOCC2)CC1 | ?
O=C(COc1ccc2c(=O)c(-c3ccccc3)coc2c1)Nc1nccs1 | -4%
CC(C)CCN1CCOc2cc([S+](=O)([O-])Nc3cccnc3)ccc2C1 | -18%[86.2 µM]
CCc1ccc(NC(=O)Cn2nnc(C(=O)NCCc3ccccc3)c2N)cc1 | 12%
Cc1ccccc1-c1cc(C(=O)Nc2nn[nH]n2)c2ccccc2n1 | 9%
Cn1cc(CN2CCCC(COc3ccccc3C(=O)N3CCCCC3)C2)c2ccccc21 (stereo not drawn) | 5%
Cc1ccc(C(=O)N2CCn3c(nnc3-c3cccnc3)C2)cc1 | 34%[activator][149 µM]
COc1cccc(NC(=O)C(Cc2ccc(OC)cc2OC)c2nn[nH]n2)c1 (stereo not drawn) | 6%
COc1ccc2nc(N3CCN(C(=O)c4ccco4)CC3)sc2c1 | -2%
Cc1cccc(NC(=O)CCCn2nc(C)c3c(C)n(-c4ccccc4)nc3c2=O)c1C | 3%
Cc1ccccc1C(=O)Nc1ccc2oc(-c3ccccc3)cc(=O)c2c1 | 3%
Cc1ccc(O)c(NC(=O)c2onc(C)c2Cl)c1 | 12%

Ordered by value in KDM5B inh (rising): three of the compounds above.
SMILES | KDM5B inh
COc1ccc2nc(N3CCN(C(=O)c4ccco4)CC3)sc2c1 | -2%
Cc1cccc(NC(=O)CCCn2nc(C)c3c(C)n(-c4ccccc4)nc3c2=O)c1C | 3%
Cn1cc(CN2CCCC(COc3ccccc3C(=O)N3CCCCC3)C2)c2ccccc21 (stereo not drawn) | 5%

Next section.
SMILES | KDM5B inh
CCc1nc(-c2c3n(c(=O)n(CC(=O)Nc4ccccc4Cl)c2=O)CCCCC3)no1 | -10%
Cc1ccc(NC2=NC(c3ccco3)n3c(nc(C)cc3=O)N2)cc1 (stereo not drawn) | -1%
CCC1CN(C(=O)Nc2cc(C)cc(C)c2)c2ccccc2O1 (stereo not drawn) | -8%
COc1ccc(-c2cc3nc4c(c(=O)n3[nH]2)CN(C(=O)Cc2ccccc2)CC4)cc1 | 28µM*
O=C(Nc1ccc(-c2nc3ccccc3o2)c(O)c1)c1cccc(F)c1 | -22%
COc1ccc(Cl)c2sc(NC(=O)c3ccc(S(=O)(=O)N4CCOCC4)cc3)nc12 | 50%[activator]
Cc1ccnc(NC(=O)C2CCN(C(=O)C3CC3)CC2)c1 | 1%
COc1ccc(CNC(=O)c2cc(Nc3ccc(OC)cc3OC)nc3ccccc23)cc1 | -28%
CC(=O)c1ccc(NC(=O)c2sc(-n3nc(C)c(CCC(C)C)c3C)nc2C)cc1 | ?
Cc1ccc(CN2CCCN(CC(=O)N3CCCCC3C)S2(=O)=O)cc1 (stereo not drawn) | 4%
COc1cccc(NC(=O)C(=O)NCC(c2ccc3c(c2)OCO3)N2CCOCC2)c1 (stereo not drawn) | -6%
FC(F)(F)c1ccc(CN2CCn3c(nnc3-c3cccnc3)C2)cc1 | 7%[115 µM]
CCOc1ccc(-c2nc3ccc4ccccc4c3c3c2CCCC3)cc1 | -1%
CC(C)CN(CC(C)C)c1nc(-c2ccc(Cl)cc2)nc2ccccc12 | -1%
COc1ccc2cc1Nc1ccc(cc1)C[C@H](NCc1cccc(C(=O)O)c1)C(=O)N(C)[C@H](C(=O)Nc1ccccc1OCc1ccccc1)C2 | 16%
O=C(c1ccccc1F)N1CCC(N2CCCOC2=O)CC1 | 36%[activator][149 µM]
O=C(c1ccccc1Cl)N1CCn2c(nn(-c3ccc(C(F)(F)F)cc3)c2=O)C1 | -5%
CCOc1ccc(NC(=O)C2CCN(S(=O)(=O)c3cccs3)CC2)cc1 | 7%
NNC(=O)c1csc(CS(=O)(=O)c2ccc(Cl)cc2)n1 | 7%
CC(C)CN1C(=O)c2cccn2CC1C(=O)Nc1ccccc1F (stereo not drawn) | -8%
Cc1cc(N(C)CC(C)N2CCOCC2)n2nccc2n1 (stereo not drawn) | -15%
C=CCSC1=N/C(=C\C=C\c2ccc(OC)cc2)C(=O)S1 | -2%
COC[C@]1(O)CCN(C(=O)c2oc(COc3ccccc3)cc2C)CC1(C)C | 5%
Cc1nnc(-c2cc(-c3ccc(CO)cc3)ccn2)n1CCc1ccccc1 | -7%[86.2 µM]
Cc1oc2ccc(O)c(CN3CCCCCC3)c2c1C(=O)Nc1cccc(Cl)c1C | -24%
COc1cc(F)ccc1CN1CCC2(Cc3ccccc3CNC2=O)C1 (stereo not drawn) | -9%[115 µM]
O=c1c(Cl)c(N2CCN(Cc3nnc(-c4ccccc4)o3)CC2)cnn1-c1ccccc1 | 8%
Cc1cnc(CC2CCCN(C(=O)C3(c4ccccc4)CC3)C2)n1Cc1ccc(F)cc1 (stereo not drawn) | 16%
COC(=O)N1CCn2c(nn(-c3ccc([N+](=O)[O-])cc3)c2=O)C1 | -4%[86.2 µM]
COc1ccc(-c2cnc3[nH]cc(CC(=O)Nc4ccc(OC)nc4)c3c2)cc1 | ?
COn1c(C)c(C)c2c3nonc3ccc21 | ?
O=C(Nc1ccc(Cl)cc1)c1nc2c(o1)CCN(Cc1ccccc1)CC2 | 32µM*
COc1cccc(NC(=O)Cn2nnc(C(=O)NCc3ccc4c(c3)OCO4)c2N)c1 | -3%
CC(C)CCNC(=O)c1ccc(CN2C(=O)NC3(CCS(=O)(=O)CC3)C2=O)cc1 | -10%
COc1ccc(COC(=O)C2=C(C)NC3=C(C(=O)CCC3)C2c2cccc(Cl)c2)cc1 (stereo not drawn) | 0%
Cc1c(-c2ccc(F)cc2)[nH]c2ccc(CNC(=O)[C@@H]3CCCO3)cc12 | 28µM*
C#CCN(CC=C)Cc1ccc(OC)cc1OC | 10%
COc1cc(NC(=O)NC[C@H]2O[C@@H](CO)[C@@H](O)[C@H]2N2CCCCC2)cc(OC)c1 | -24%

Screens from PubChem.

An excerpt. The share of hits here may be higher or lower than overall.
